Screening results from PubChem.
hcGAS lum: blocks human cGAS activity | Q8N884 | recombinant h-cGAS, ATP depletion, Kinase-Glo luminescence | inhibition, % at 12.5 µM | 290,000 tested, 0.081% active | AID 1259398;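 also: 0% = vehicle reaction and 100% = reaction without DNA for no activity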
Target sequence (Q8N884 whole entry, looked up): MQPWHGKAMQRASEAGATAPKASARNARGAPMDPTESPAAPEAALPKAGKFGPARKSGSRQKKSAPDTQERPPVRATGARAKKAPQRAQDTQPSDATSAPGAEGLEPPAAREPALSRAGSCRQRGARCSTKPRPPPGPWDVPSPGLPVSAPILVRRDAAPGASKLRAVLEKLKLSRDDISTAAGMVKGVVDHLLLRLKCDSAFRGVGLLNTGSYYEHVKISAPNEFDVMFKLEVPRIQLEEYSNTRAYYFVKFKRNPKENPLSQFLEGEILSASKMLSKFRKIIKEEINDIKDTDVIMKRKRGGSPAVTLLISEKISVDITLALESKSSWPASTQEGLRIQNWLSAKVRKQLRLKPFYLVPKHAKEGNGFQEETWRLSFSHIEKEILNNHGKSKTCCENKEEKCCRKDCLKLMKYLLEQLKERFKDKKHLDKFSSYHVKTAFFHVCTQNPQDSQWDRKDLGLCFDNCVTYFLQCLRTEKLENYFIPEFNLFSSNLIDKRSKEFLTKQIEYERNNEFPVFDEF
mcGAS inh: inhibitors of mouse cGAS. Q8C6L5. recombinant cGAS, Kinase-Glo ATP depletion luminescence. inhibition, % at 12.5 µM. 160,000 tested, 0.15% active. AID 1259399;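 also: 0% = negative control wells and 100% = reference inhibitor with no enzyme activity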
NPYLR7 agonist: activates Aedes aegypti NPYLR7 receptor; 270,000 tested, 0.15% active; HEK293T NPYLR7/Galpha15, GCaMP6s calcium fluorescence; activation, % at 10 µM; in the data active = activation above about 40%;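 also: 0% = vehicle and 100% = reference agonist at the receptor; some compounds past the cut are filed as inactive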
Starred values were filed as active, the others as inactive; . = no result given; & = joins results of further samples. Rule as the data show it, unless noted: active = inhibition above about 40%; inactive = the rest.

compound | hcGAS lum | NPYLR7 agonist | mcGAS inh
O=C(O)c1ccccc1N=Nc1c(O)[nH]c2c(I)cccc12 | 29 | -3 | .
CCN1CCC(NC(=O)c2ccc(-c3ccccc3)cc2)CC1 | -2 | 7 | .
N#Cc1c2n(c(=O)n(CC(=O)N3CCOCC3)c1=O)CCC2 | -4 | 11 | -3
CCOC(=O)C1(Cc2ccccc2C)CCCN(C(=O)c2cc(C(C)C)no2)C1 (configuration not stated) | 1&-1 | -1&-9 | -3
CC(=O)Nc1ccc(OCc2cc(C)ccc2C)cc1 | -8 | -5 | .
CCc1cc(NC(=O)c2cccs2)nn1-c1cccc(Cl)c1 | -7 | . | -5
Cc1ccc(OCC(=O)Nc2nnc(C(C)C)s2)cc1 | -5 | 6 | -4
O=C(Nc1ccc2c(c1)CCC2)c1cc2n(n1)CCN(Cc1c(F)cccc1Cl)C2=O | -7 | 18 | -6
CCOC(C)c1ccc(-c2cnc(C)[nH]2)cc1 (configuration not stated) | -3 | 12 | .
CCCN(CC(=O)Nc1cc(-c2ccccc2)nn1-c1ccccc1)C(=O)Nc1c(C)cccc1C | -2 | 13 | -5

Arranged by formula weight (largest number first): part of the list above.
compound | hcGAS lum | NPYLR7 agonist | mcGAS inh
CCc1cc(NC(=O)c2cccs2)nn1-c1cccc(Cl)c1 | -7 | . | -5
N#Cc1c2n(c(=O)n(CC(=O)N3CCOCC3)c1=O)CCC2 | -4 | 11 | -3
CCOC(C)c1ccc(-c2cnc(C)[nH]2)cc1 (configuration not stated) | -3 | 12 | .

Back to the main list, repeating the two entries before the break.
compound | hcGAS lum | NPYLR7 agonist | mcGAS inh
CCOC(C)c1ccc(-c2cnc(C)[nH]2)cc1 (configuration not stated) | -3 | 12 | .
CCCN(CC(=O)Nc1cc(-c2ccccc2)nn1-c1ccccc1)C(=O)Nc1c(C)cccc1C | -2 | 13 | -5
COc1cc(NCC(O)CN2CCCCCC2)ncn1 (configuration not stated) | -4 | 3 | .
O=C(N1CCc2c(nc[nH]c2=O)C1)C1(c2ccccc2)CC1 | -2 | 3 | -16
CSCC(=O)N1C[C@H]2OC(=O)N(CCc3cccc(Cl)c3)[C@H]2C1 | -10 | 13 | .
O=C1CC(NCc2ccco2)C(=O)N1c1ccc(F)cc1 (configuration not stated) | -4 | -14 | -5
O=C(COC(=O)[C@@H]1CCCN1S(=O)(=O)c1ccc(Cl)cc1)NC1CC1 | -9 | -2 | -17
O=C(CCn1[nH]c(=O)c2ccccc2c1=O)N1CCn2cccc2C1c1ccccc1 (configuration not stated) | 9 | -5 | .
COCCOC(=O)C1=C(C)NC2=C(C(=O)CC(c3ccc(OC)cc3)C2)C1c1ccc(Br)cc1 (configuration not stated) | -3 | 1 | -7
Cc1ccc(NC(=O)CSc2ncc(S(=O)(=O)c3ccc(C(C)C)cc3)c(=O)[nH]2)cc1 | -6 | -6 | -5
CCOC(=O)c1sc(N2C(=O)C(O)=C(C(=O)c3ccco3)C2c2ccc(OC)cc2)nc1C (configuration not stated) | -4 | -1 | -6
COc1ccc(CCNC(=O)c2cnc3c(-c4cccs4)cnn3c2C)cc1 | -20 | 10 | -8
CC1=CC(=O)c2ccccc2C1=O | -1&-4 | -12&-3 | .
CSc1ccc(C2C3=C(CC(C)(C)CC3=O)OC(=N)C2C#N)cc1 (configuration not stated) | 4 | 6 | -9
COc1ccc(C2Nc3ccccc3C(=O)N2c2ccccc2)cc1CSc1ccccn1 (configuration not stated) | -5 | -1 | -2
O=c1c2c(ncn1Cc1ccc(Cl)cc1)NCCC2 | 2 | -1 | .
O=C(Nc1ccc(-c2nc3cc(NC(=O)c4ccc([N+](=O)[O-])cc4)ccc3o2)cc1)c1ccc([N+](=O)[O-])cc1 | -10 | 5 | -6
CCCN(Cc1cc(NC(=O)c2cccc(F)c2)ccc1N(C)C)S(=O)(=O)c1cccc(Cl)c1 | -7 | 6 | -3
CCC[C@H](NC(=O)/C(C#N)=C/c1cccc(Br)n1)c1ccccc1 | 0 | 1 | 3
CCCC(=O)Nc1cc(C)nn1-c1ncnc2c1cnn2-c1ccc(C)cc1C | -6 | 7 | -10
CCOc1ccc(C2C(C(=O)OC3CCCC3)=C(C)NC3=C2C(=O)CCC3)cc1OC (configuration not stated) | -8 | 4 | .
Cc1ccc(C)c(S(=O)(=O)N2CCN(C(C(=O)NC3CC3)c3ccccc3)CC2)c1 (configuration not stated) | -8 | -1 | .
CN(C)CCCN(C(=O)c1cc(Cl)sc1Cl)c1nc2cc3c(cc2s1)OCO3 | -5 | 0 | -8
CC(NC(=O)CN1CN(c2ccccc2)C2(CCN(C(=O)Nc3cccc(Br)c3)CC2)C1=O)c1ccccc1 (configuration not stated) | -6 | 10 | -4
COc1ccccc1-n1ncc2c(C)nnc(SCC(=O)Nc3cc(C)on3)c21 | -3 | -7 | -11
Cc1ccc(-c2ccc(/C=C3\C(=O)NC(=S)N(c4ccccc4)C3=O)o2)c(Br)c1 | -7 | -2 | -3
CCOC(=O)c1cccnc1Oc1cccc(NC(=O)CC2Cc3ccccc3C2)c1 | -6 | 5 | -6
C#CC(C)(C)NC(=O)C1CCCN(CC(N)=O)C1 (configuration not stated) | -7 | 8 | .
CCCCCC(=O)N1C[C@H](C(=O)NC)[C@H]2c3ccccc3N(CC3CC3)C(=O)[C@]21C | 4 | 6 | 2
N#CC(C#N)=C(C#N)N1CCCCC1 | -7 | 4 | .
CCCNC(=O)C1(C)CCCN(Cc2ccc(Oc3ccccc3)cc2)C1 (configuration not stated) | -18 | -1 | .
Cc1ccc(Sc2ccc(-c3nccn3CCO)o2)cc1 | -2 | 12 | -14
Cc1ccc(NC(=O)Cn2nnc(C(=O)NCc3cccs3)c2N)c(C)c1 | -4 | -7 | -8
CSc1nnc(COc2ccc(C)nc2)s1 | -9 | -7 | -17
O=C(Nc1ccc2c(c1)OCCCO2)C1(c2cccc(F)c2)CCOCC1 | -10 | 7 | .
CN(C)CC1(O)CCCN(C(=O)Cc2c(F)cccc2Cl)CC1 (configuration not stated) | -4 | 10 | .
COc1cc(OC)cc(C(=O)N(CC(=O)N2CCc3sccc3C2c2ccccc2C)C2CCCCC2)c1 (configuration not stated) | -4 | 19 | -5
O=C(/C=C/c1ccc(OC(F)(F)F)cc1)N1CC(=O)N2CCc3ccccc3C2C1 (configuration not stated) | -4 | 40 | -7
Cc1ccc(S(=O)(=O)CCNC(=O)CN2CCCN(C)CC2)cc1 | -2 | 1 | -9
O=S(=O)(Nc1cccc(-c2nc3ccccc3s2)c1)c1ccc(F)c(F)c1 | -4 | -2 | -5
COC(=O)Cn1c2[n+](c3ccccc31)CC(O)CS2 (configuration not stated) | -5 | 3 | .
S=C(NCC1CCCO1)Nc1ccc(N2CCCCC2)cc1 (configuration not stated) | -7 | 6 | .
Cc1cc(=O)[nH]c(-n2nc(-c3cccs3)cc2NC(=O)C2CC(=O)N(c3ccccc3)C2)n1 (configuration not stated) | -8 | -1 | .
Cc1cc(=O)n2nc(CSc3nnnn3C3CC3)sc2n1 | -3 | 1 | .
COCc1nn2c(nnc3c(=O)n(C4CCCC4)ccc32)c1-c1ccc(F)cc1 | -1 | -1 | .
O=C(CCN1CCCCO1)N(Cc1ccccc1)Cc1nccs1 | -3 | -4 | .
CN(CC(=O)Nc1cc(F)ccc1F)Cc1ccccc1 | 1 | -1 | -1
CNc1nc(CN2CCCC(N3CCCC3=O)C2)cs1 (configuration not stated) | -2 | 0 | .
CC(C)N1CCC(NCc2ccc(-n3ccnc3)cc2)CC1 | 2 | -5 | -4
Cc1sc(Nc2ccccc2)nc1-c1ccccc1 | -2 | 2 | -2
Cc1c(S(=O)(=O)N(Cc2ccccc2)Cc2ccccc2)c(=O)n(C)c(=O)n1C | 0 | -2 | -1
CCOC(=O)N1CCN(c2ccc(C(=O)O)cc2[N+](=O)[O-])CC1 | -5 | -24 | -3

Next entries follow:
compound | hcGAS lum | NPYLR7 agonist | mcGAS inh
COc1cc(OC)cc(C(=O)NCCn2ncc3c(=O)n(Cc4ccccc4)cnc32)c1 | -6 | -6 | -9
CCNC(=O)N(CCOC)Cc1ccccc1OS(=O)(=O)c1ccc(NC(C)=O)cc1 | -4 | 0 | -6
Cc1ccccc1-n1c(SCc2ccccc2F)nnc1C1CCCCC1 | -6 | 1 | -6
CCN(Cc1ccncc1)C(=O)CCC(=O)NC1CCCC1 | -2 | -14 | -2
COCCN(C)C(=O)Nc1ccc2c(ccn2CC(=O)N(C)C)c1 | 3 | 3 | .
CCNc1ccnc(-c2ccc(F)c(CO)c2)n1 | -6 | 8 | -14
COc1ccc(CN2CCNC(=O)C2CC(=O)NCCSC)cc1OC (configuration not stated) | -3 | 10 | .
Cc1nc2nc(S(=O)(=O)N3CCCCC3)nn2c(C)c1C | -10 | 4 | .
CC1(C(=O)NS(=O)(=O)c2cccc(C#N)c2)CCN1C(=O)Cc1ccc(-c2ccccc2)cc1 (configuration not stated) | -11 | 1 | .
O=C(Cn1cc(C(F)(F)F)cc(Cl)c1=O)c1ccc[nH]1 | -5 | 0 | -7
CN(C)c1ncc2c(n1)CCCC2NCc1ccccc1-c1ccco1 (configuration not stated) | -8 | 17 | -12
CCN1CCCC(NCCc2nc(C)c(C)s2)C1 (configuration not stated) | -11 | 17 | .
CCCn1c(C)cc(C(=O)CN2C(=O)NC3(CCCc4sccc43)C2=O)c1C (configuration not stated) | -3 | 2 | .
CC(C)Cc1nc(CN(C)Cc2ccnc3ccccc23)no1 | 2 | 13 | .
Cc1ccnc(NS(=O)(=O)c2ccc(Cl)c(C(F)(F)F)c2)c1 | -12 | -5 | -7
C[C@@H](NC(=O)c1ccc(SCc2ccccc2)nc1)C(C)(C)C | -7 | 8 | -5
CCN1CCCC(N2C(=O)OC(C)(C)C2(C)O)C1 (configuration not stated) | -9 | 0 | .
Cc1nc2ccc(-c3nn4c(C5CC5)nnc4s3)cc2[nH]1 | -8 | 2 | -16
CCC1SC(=NC(=O)c2c(C)oc(C)c2Br)NC1=O (configuration not stated) | -4&-3 | 1&-7 | .
O=c1cc(-c2c(F)c(F)c(F)c(F)c2F)oc2c(F)c(F)c(F)c(F)c12 | 5 | -1 | 3
COc1cccc(NC(=O)c2ccc(-n3nc(-c4cccc(C)c4)cc3N)cc2)c1 | -9 | -8 | -5
CCc1cc(N2CC(c3ccncc3)C2)nc(N2CCCC2)n1 | -10 | . | -11
CCOc1cc2nc(SC)n(C(=O)c3ccccc3F)c2cc1OCC | -4 | -1 | .
CCCn1nnnc1CSC(C)C(=O)NCc1ccccc1Cl (configuration not stated) | -6 | 7 | .
Cc1ccc(OCc2cc(C(=O)N(C)Cc3cc(C4CC4)n[nH]3)no2)cc1C | -2 | 1 | .
Cc1ccc(S(=O)(=O)N2CCC(Nc3ncc(C(N)=O)cc3Cl)CC2)cc1 | -5 | -8 | .
CCCNC(=O)C1(C)CCN(Cc2ccc(OCc3ccccc3)cc2)C1 (configuration not stated) | -12 | 6 | .
COc1ccc(N2CCN(C(=O)CCl)CC2)cc1 | -2 | 0 | 2
CCC(C)NC(=O)C1CCN(c2nccc(OC)n2)CC1 (configuration not stated) | -4 | 1 | .
CCn1cc(C(CC(=O)N2CCC3(CC2)OCCO3)c2cccc(F)c2)c2ccccc21 (configuration not stated) | -10 | 3 | -7

The last four records of the part above lead into the next:
compound | hcGAS lum | NPYLR7 agonist | mcGAS inh
CCCNC(=O)C1(C)CCN(Cc2ccc(OCc3ccccc3)cc2)C1 (configuration not stated) | -12 | 6 | .
COc1ccc(N2CCN(C(=O)CCl)CC2)cc1 | -2 | 0 | 2
CCC(C)NC(=O)C1CCN(c2nccc(OC)n2)CC1 (configuration not stated) | -4 | 1 | .
CCn1cc(C(CC(=O)N2CCC3(CC2)OCCO3)c2cccc(F)c2)c2ccccc21 (configuration not stated) | -10 | 3 | -7
CSc1ccc(NC(=O)C2(C)CCN2C(=O)Cc2ccc(C(C)(C)C)cc2)cc1 (configuration not stated) | -7 | -5 | -4
CCn1c(C)c(C)n2c3c(=O)n(Cc4ccc(F)cc4)c(=O)n(C)c3nc12 | -7 | 0 | .
Cc1[nH]n2c(=O)c3c(nc2c1-c1cccc2ccccc12)CCC3 | 7 | -4 | .
COc1ccc(S(=O)(=O)NCCc2nnc3ccc(SCc4ccccc4)nn23)cc1 | -3 | -1 | -7
CCNc1ccc(C#N)cc1NCC(=O)NCc1ccccc1F | -7 | 0 | -15
CCN(CCn1cccn1)Cc1nc(Cc2cccc(C(F)(F)F)c2)no1 | -1 | 6 | -8
C=C(C)COc1ccccc1C(=O)NCc1cc(-c2cccnc2)no1 | -8 | 8 | -11
COc1ccc(N(C)S(=O)(=O)c2ccc(OC)c(N3CCN(C(=O)c4c(F)cccc4Cl)CC3)c2)cc1 | -3 | 13 | -8
Cc1cccc(C(C)C)c1NC(=O)CSc1ccccc1Cl | -8 | 7 | .
O=C(CNC(=O)c1ccco1)OCC(=O)c1ccc(OC(=O)c2ccccc2)cc1 | 1 | -1 | -1
c1ccc(NN=C2CCCc3ccccc32)nc1 | -4 | 0 | .
CCS(=O)(=O)Nc1ccc2nc(-c3cccc(Cl)c3)nn2c1 | 3 | 0 | -2
CCCCNC(=O)c1c(C(F)(F)F)nn(C2CCCN(C(C)C)C2)c1C (configuration not stated) | -7 | 15 | .
COc1ccc(OC)c(C2c3cccn3-c3ccccc3N2C(=O)CN(C(=O)Nc2ccccc2Br)C2CC2)c1 (configuration not stated) | -4 | 20 | -5
